SMARCA2 activ = SMARCA2 function activation, primary screen; MG213 cells, MMTV-luciferase reporter, dexamethasone, overnight; activation, % at 9.1 µM; actives 1% (n = 370,000); AID 652017; in the data active = activation above about 7.8%;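 note: 0% = vehicle wells and 100% = reference activator wells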
DAX1 inh-1 = blocks DAX1 repression of SF-1 activated StAR promoter; AID 652010; inhibition, % at 6.8 µM; actives 1.1% (n = 370,000); HEK293T StAR-luciferase reporter, SF-1/DAX-1 repression relief;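 active = inhibition above the mean over all tested compounds plus 3 SD, cut at about 3.6% in these data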;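 note: 0% = DAX-1 cells with DMSO and 100% = cells lacking DAX-1 with DMSO; higher inhibition means more luminescence from relief of DAX-1 repression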
hgDAF-12 ag = activates the H. glycines DAF-12 receptor ligand-binding domain. HEK293 GAL4-hgDAF12 UAS-luciferase reporter, agonist luminescence; normalized to butyrate control. activation, % at 6.8 µM. actives 1.8% (n = 370,000);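 active = activation above a cutoff set at the mean of all screened compounds plus 3 SD, cut at about 10% in these data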;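 note: 0% = DMSO wells and 100% = sodium butyrate wells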
sPLA2-III inh = Inhibits HGIII-sPLA2 liposome hydrolysis, primary screen; inhibition, % at 12.2 µM; QFRET BODIPY PC-A2 liposome hydrolysis, fluorescence; actives 0.56% (n = 370,000); AID 743126; Q9NZ20;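 active = inhibition above mean plus 3 SD of compounds lying within the high and low control bounds, cut at about 19% in these data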;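 note: 0% = median of test compound wells and 100% = no enzyme DMSO wells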
Target sequence (Q9NZ20 whole entry, looked up): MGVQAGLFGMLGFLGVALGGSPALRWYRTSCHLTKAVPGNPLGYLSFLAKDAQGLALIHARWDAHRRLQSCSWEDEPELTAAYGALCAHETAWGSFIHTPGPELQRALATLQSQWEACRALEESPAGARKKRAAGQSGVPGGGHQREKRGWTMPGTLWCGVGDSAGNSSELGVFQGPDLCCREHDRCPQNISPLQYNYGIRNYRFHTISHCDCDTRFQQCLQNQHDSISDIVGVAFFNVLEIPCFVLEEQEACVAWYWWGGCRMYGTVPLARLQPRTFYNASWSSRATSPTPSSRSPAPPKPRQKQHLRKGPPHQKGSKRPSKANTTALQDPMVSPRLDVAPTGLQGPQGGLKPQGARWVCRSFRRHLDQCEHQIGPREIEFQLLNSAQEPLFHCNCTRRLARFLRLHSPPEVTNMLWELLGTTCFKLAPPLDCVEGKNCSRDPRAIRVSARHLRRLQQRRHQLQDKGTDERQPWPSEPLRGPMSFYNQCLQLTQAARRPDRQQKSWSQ
ssDAF12 agonist = activates DAF-12 receptor from parasite S. stercoralis; HEK293 ssDAF-12/GRIP1 lit1-tk-luc reporter, luminescence; % of 3 µM dafachronic acid response; activation, % at 6.8 µM; actives 1% (n = 370,000); AID 652126;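 active = activation above the mean over all tested compounds plus 3 SD, cut at about 0.9% in these data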;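 note: 0% = DMSO-only wells and 100% = 3 µM delta7-dafachronic acid wells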
GAA850 FXN act = increases GAA850 frataxin promoter reporter activity | activation, % at 6 µM | HEK293 lucGAA850 FXN promoter luciferase reporter, 24 h; percent of 10 µM SAHA response | actives 0.56% (n = 360,000);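 active = activation above the average of all compounds screened plus 3 SD, cutoff fixed separately per campaign, cut at about 7.5% in these data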;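 note: 0% = DMSO wells and 100% = 10 µM SAHA wells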
PG9 Ab binder = binds the HIV-1 gp120 antibody PG9. TR-FRET gp120-PG9 antibody binding. inhibition, % at 6.7 µM. actives 0.43% (n = 360,000). AID 624416; in the data active = inhibition above about 8.5%
DAX1 inh-2 = inhibits human nuclear receptor DAX1; inhibition, % at 6.75 µM; P51843; AID 504766; HEK293 Gal4-DAX1 luciferase reporter, luminescence; actives 0.99% (n = 340,000);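 active = inhibition above the mean over all tested compounds plus 3 SD, cut at about 4.2% in these data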;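 note: 0% = DAX1-transfected cells with DMSO and 100% = empty-vector control cells with DMSO; inhibition shows as a rise in luminescence from relieved DAX1 repression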
Target sequence (P51843 207-470 limits assumed): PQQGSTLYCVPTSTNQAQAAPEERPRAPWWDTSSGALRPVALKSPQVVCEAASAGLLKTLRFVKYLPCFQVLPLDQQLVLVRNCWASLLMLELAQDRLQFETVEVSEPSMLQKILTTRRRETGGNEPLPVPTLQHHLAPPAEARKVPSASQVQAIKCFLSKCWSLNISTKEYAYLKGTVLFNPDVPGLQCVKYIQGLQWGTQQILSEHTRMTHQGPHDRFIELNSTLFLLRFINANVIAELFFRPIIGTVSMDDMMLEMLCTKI
hcDAF-12 act = H. contortus DAF-12 activation, primary screen | HEK293 hcDAF-12 lit1-tk-luc reporter, luminescence; 0% DMSO, 100% Δ7-dafachronic acid | activation, % at 6.8 µM | actives 1.4% (n = 370,000) | AID 652067;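 active = activation above the mean of all tested compounds plus 3 SD, cut at about 5.5% in these data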;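 note: 100% = response to 3 µM Δ7-dafachronic acid high control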
PLC-beta3 inh = PLC-beta3 (human) inhibition, primary screen | Q01970 | Purified PLC-beta3, fluorogenic substrate, fluorescence | inhibition, % at 12.2 µM | actives 0.18% (n = 370,000); in the data active = inhibition above about 11%;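 note: 0% = median of compound wells on plate and 100% = full blocker control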
Rev-erbA mod = modulates human Rev-erb alpha binding to DNA | P20393 | Rev-erbα–FITC-DNA binding, fluorescence polarization, 90 min | activity, % at 10 µM | actives 0.79% (n = 370,000);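 active = activity above about 14%, limit read from the data; passing the limit was not always enough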;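 note: 0% = DMSO wells with 35 nM protein and 100% = DMSO wells with 750 nM protein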
Starred values were filed as active, the others as inactive; nt = no result given.

canonical_smiles,SMARCA2 activ,DAX1 inh-1,hgDAF-12 ag,sPLA2-III inh,ssDAF12 agonist,GAA850 FXN act,PG9 Ab binder,DAX1 inh-2,hcDAF-12 act,PLC-beta3 inh,Rev-erbA mod
O=C(Nc1ccc2nc3n(c(=O)c2c1)CCCCC3)C(=O)N1CCN(c2ccccc2)CC1,-2,-0.4,-0.5,-2,-1.4,-2.0,-2.9,1.9,1.1,0,9
c1ccc(-c2nc3ccccc3c3nncn23)cc1,1,0.3,2.5,-7,-1.2,3.5,1.3,-0.2,-0.9,-1,-2
O=C(c1cccc(S(=O)(=O)NCc2ccccc2)c1)N1CCN(c2ccccc2Cl)CC1,-2,-0.6,2.2,-38,-1.5,-0.9,-0.5,0.3,-0.1,-3,-6
CCCNC(=O)c1ccc2c(=O)c(O)c(C)[nH]c2c1,1,0.2,2.2,6,-1.2,2.1,-1.8,-0.3,-0.6,-237,3
Cc1oc2cc3oc(=O)c(CCC(=O)N4CCC(C(=O)O)(c5ccccc5)CC4)c(C)c3cc2c1C,-1,-0.1,1.6,0,-1.1,0.5,0.3,nt,-1.1,-73,-1
CC(=O)Nc1ccc(C(=O)N/N=C/c2ccc(F)cc2)cc1,-2,0.4,-0.1,-1,-0.5,0.1,-1.8,2.0,-0.7,2,4
O=C(Cc1ccc([N+](=O)[O-])cc1)Nc1ccc(Br)cn1,1,-0.4,2.7,-35,-1.3,1.5,-0.8,0.2,-4.1,-4,-2
COC(=O)C1CCN(C(=O)COC(=O)C2CCN(S(=O)(=O)c3c(Cl)cccc3Cl)CC2)CC1,0,0.1,-1.3,-3,-0.4,2.2,1.3,-1.4,-2.5,-12,-1
CCN1CCN(c2nc3sc4c(c3c3ncnn23)CC(C)CC4)CC1 (centres undefined),4,-0.5,1.9,2,-1.1,2.5,-0.9,-0.3,-0.7,0,1
O=S1(=O)C[C@H](N2CCC(Cc3ccccc3)CC2)[C@@H](COCc2ccccc2)N1,-3,-0.9,-0.1,-8,-1.3,nt,-1.1,nt,-1.9,-1,3
Cc1c(P(=O)(c2ccccc2)c2ccccc2)c2ccccc2n1C,-4,-1.3,1.1,-7,-0.8,0.0,-0.2,nt,-2.5,3,-6
O=C(/C=C/c1ccc(F)cc1)N1CC[C@@]2(O)CCCC[C@H]2C1,-3,0.3,-2.3,-2,-1.4,-1.0,-3.0,1.6,0.6,-3,0
CC(=O)Nc1ccc(NC(=O)COc2ccc(Cl)cc2Cl)cc1,1,0.5,-1.5,-2,-0.5,3.6,0.0,0.2,-0.5,-5,3
N#C/C(=C\c1ccc(OC(F)F)cc1)C(=O)N1CCCCC1,3,0.4,1.0,-3,-2.1,3.6,-0.1,-0.3,0.1,-4,-3
Cc1ccc(S(=O)(=O)N(C)CC(=O)OCC(=O)c2ccc3c(c2)NC(=O)CO3)cc1,2,-0.1,0.9,-6,-0.8,0.3,0.9,0.1,-0.7,-3,-3
Cc1noc(C)c1NC(=O)N(C)C[C@@H]1Oc2c(NC(=O)c3ccncc3)cccc2C(=O)N([C@H](C)CO)C[C@@H]1C,0,0.2,-0.8,7,-0.9,0.4,3.1,1.8,-0.6,3,6
CC(Sc1ccccc1)C(=O)NN=C1CCN(C)CC1 (centres undefined),-2,-0.1,0.9,1,-1.3,0.1,0.0,nt,-2.6,2,-4
C[C@@H]1COc2cc(Br)ccc2S(=O)(=O)N1Cc1cn(Cc2ccc(Br)cc2)nn1,-3,-0.1,-1.5,9,-1.6,nt,nt,nt,0.1,0,5
CC(=O)C[C@@H](O)CC(=O)[C@@H]1OC(=O)[C@@H](C)C/C=C\Cc2ccccc21,-5,0.9,2.6,-5,-1.3,-0.1,-2.6,0.2,0.0,-4,-5
OCCC1CN(Cc2cc(F)ccc2-n2cccn2)CCN1Cc1ccc(F)cc1 (centres undefined),2,-0.1,1.4,-3,-1.7,0.9,-1.2,-1.1,-0.4,-2,4
O=C1/C(=C/c2cccnc2)Oc2cc(OS(=O)(=O)c3ccc(Cl)cc3)ccc21,-5,0.7,-1.2,4,-1.3,0.6,0.9,-0.3,0.8,-3,2
Cc1cc(C)n2cc(COc3ccc4ccccc4c3)nc2n1,3,6.3*,17*,0,0.6,5.6,-0.5,2.0,8.0*,-31,0
O=C(NCC1CCCO1)C1CCN(S(=O)(=O)c2cccnc2)CC1 (centres undefined),1,-0.4,-0.6,-1,-0.8,1.3,-0.4,0.4,0.1,1,-2
O=C(NCC1CCCO1)C(=O)N/N=C/c1ccc(O)c(Cl)c1 (centres undefined),-3,0.3,0.3,-3,-1.3,2.1,-0.9,0.1,-0.1,-11,3
O=C(CSC1=N/C(=C/c2ccc(Cl)c(Cl)c2)C(=O)N1c1ccccc1F)NC1CC1,1,-0.2,-2.6,-6,-1.4,0.8,-2.0,-1.5,-0.1,-30,-1
CCc1ccccc1N1CC23C=CC(O2)C(C(=O)O)C3C1=O (centres undefined),0,0.4,-2.0,-4,-1.6,1.1,0.4,1.1,0.7,0,2
CCOCCCNc1c2c(nc3cc(-c4ccc(F)cc4)nn13)CCC2,1,1.3,-1.3,-2,-1.6,0.9,-2.6,-1.1,-0.7,-8,11
CN1c2ccccc2C(C)(C)C12C=Cc1cc(O)ccc1O2 (centres undefined),-6,-2.6,-7.0,-7,-1.8,2.2,-0.4,-1.0,-4.8,-30,0
CCc1ccc(CN2CCC(n3nccc3NC(=O)C3CCCC3)CC2)cc1,-3,-0.9,-1.6,-10,-1.5,1.4,-0.5,-0.7,-1.9,-4,-3
CC(=O)NS(=O)(=O)c1ccc(NC(=O)CCc2ccccc2)cc1,-2,0.4,1.1,0,-0.7,2.9,-0.1,-1.2,0.9,-2,-3
C[C@@H]1CN([C@H](C)CO)C(=O)Cc2cc(NS(=O)(=O)c3ccc(F)cc3)ccc2O[C@H]1CN(C)Cc1ccc(C(=O)O)cc1,-1,-0.2,1.8,-8,-1.4,-1.0,-0.8,0.4,0.1,2,-4
Cc1c(C(C)(C)C)c(C=S)n2ccccc12,0,-0.6,0.9,6,-1.1,0.1,-0.4,-0.7,-0.8,-14,4
CCOc1cc(/C=N/Nc2nc3ccccc3[nH]2)cc(Br)c1OCC(=O)N(C)C,-3,-2.6,-4.7,-6,-3.1,-3.9,-7.5,-2.2,-3.8,-158,1
CC1CC(C)CN(S(=O)(=O)N2CCCC(C(=O)NC3CCCCC3C)C2)C1 (centres undefined),6,0.4,2.3,2,-0.7,2.5,-3.0,1.0,0.3,2,5
COc1ccc(NC(=O)C2C(=O)N(CCO)C3(C)CC2c2ccccc2O3)cc1 (centres undefined),2,0.9,0.0,6,-1.2,0.0,-0.5,0.2,0.1,0,3
Cc1ccc2c(CN(C)Cc3ccccc3)cc(=O)oc2c1C,2,0.0,-4.4,-5,-0.9,-1.8,0.1,-1.7,1.5,-6,4
CCOc1ccc(C(=O)COC(=O)c2ccc(-n3cnnn3)cc2)cc1,3,-0.4,-0.4,-3,-1.6,0.6,11*,0.4,-2.1,-5,7
Cc1ccc(NS(=O)(=O)c2ccc(NC(=O)[C@@H]3CCCC[C@@H]3C(=O)O)cc2)c(C)c1,0,-0.8,-1.3,-13,-1.8,1.0,-0.7,-1.0,-2.7,-4,2
CN[C@@H](CO)C(=O)NC[C@H]1O[C@@H](n2cnc3c(N)ncnc32)[C@H](O)[C@@H]1O,-5,0.3,-0.7,11,-1.1,nt,1.0,nt,0.9,2,1
COc1ccc(CC(=O)N/N=C/c2cccnc2)cc1OC,-2,1.4,-1.0,1,0.0,-0.2,-2.5,-0.1,0.4,-5,-4
CC(C)CNC(=O)c1cccc(Cn2cc(Cl)cn2)c1,2,0.7,1.9,5,-1.2,-1.7,0.3,0.6,0.1,-1,-1
Cc1ncc(C(O)c2ccc(N(C)C)cc2)n1Cc1ccccc1 (centres undefined),-4,-3.2,0.3,5,-1.5,-1.6,1.3,0.1,1.1,-10,3
CCN(CC(=O)Nc1c(F)cccc1F)C(=O)CCc1nc2cc(S(=O)(=O)N(C)C)ccc2n1CC,-1,0.3,-0.3,1,-0.5,0.9,0.5,-0.4,-1.3,-5,3
O=C(COC(=O)c1nc(Cl)ccc1Cl)Nc1ccc2c(c1)OCO2,-4,0.5,3.5,4,0.3,1.3,-4.4,1.0,1.0,10,1
O=C(O)CCN1C(=O)c2ccncc2C1=O,-2,-0.5,1.0,3,-1.3,-1.2,-1.5,0.0,1.3,0,-1
CCC(C)c1ccccc1NC(=O)COC(=O)c1ccc2c(c1)S(=O)(=O)c1ccccc1C2=O (centres undefined),-2,0.1,-1.3,-9,-1.6,2.8,-1.6,-1.6,-2.1,1,0
NC(=O)c1ncn([C@@H]2O[C@H](C(=O)Nc3ccc(Oc4ccccc4)nc3)[C@@H](O)[C@H]2O)n1,-1,-0.3,-0.4,10,-1.2,nt,-0.7,nt,-1.2,1,5
CCC(=O)N1CCCC(C(=O)Nc2nc3ccccc3n2C)CC1 (centres undefined),-4,-0.9,-1.6,7,-0.9,-1.3,1.6,nt,0.3,0,0
COc1ccc(OCCN(C)Cc2ccccc2)cc1,4,-0.5,1.8,3,-1.1,0.3,-1.6,1.9,-0.1,2,-5
C=CCc1ccc(OCCOCCOc2cccc3ccc(C)nc23)c(OC)c1,2,-1.3,-2.2,-12,-1.6,-1.6,-2.0,-0.8,-1.7,0,0
COCCN(Cc1nc2ccccc2c(=O)[nH]1)C(=O)COc1c(C)cc(Cl)cc1C,5,1.3,3.1,-5,-1.4,-0.6,-2.1,1.3,-1.9,-4,-7
Cc1cc(Br)c(NC(=O)COC(=O)c2ccc[n+]([O-])c2)c(Br)c1,-1,-1.9,0.2,-6,-0.2,2.0,-0.1,0.3,-0.3,-6,1
COc1ccc(C(=O)N(CCc2ccccc2)Cc2cccs2)c(OC)c1,-2,-0.2,0.2,-4,-0.8,1.2,-2.6,-0.6,-2.5,-8,1
O=C(Nc1cscc1S(=O)(=O)c1ccc(Cl)cc1)c1ccccc1Cl,1,0.6,0.4,-7,-2.2,3.0,-3.6,nt,-1.6,-7,-1
CCCCCOc1ccccc1C(=O)NCC(=O)O,-1,-0.1,0.6,-3,-1.1,-0.6,-0.3,2.3,-0.1,-5,3
O=C(Nc1cccc([N+](=O)[O-])c1)c1ccncc1,-4,0.4,-1.7,9,-1.1,1.1,0.9,0.4,-1.8,-3,2
Cc1ccc(Cl)c(OCCCCN2CCC(C)CC2)c1,1,0.1,3.2,-1,-1.1,0.7,1.9,0.9,0.4,-2,3

High-throughput results from PubChem.
